14-3-3 PPI: modulators of 14-3-3 gamma protein binding, primary screen, biochemical, fluorescence polarization; FP, 14-3-3gamma / TMR-pS259-Raf peptide binding; 14-3-3 protein gamma (Homo sapiens), P61981; hit rate 0.19% among 160,000; inhibition, % at 40 µM; in the data active = inhibition above about 30%;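 note: 0% = protein plus tracer without compound and 100% = blank with tracer alone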
Target sequence (P61981 whole entry, looked up): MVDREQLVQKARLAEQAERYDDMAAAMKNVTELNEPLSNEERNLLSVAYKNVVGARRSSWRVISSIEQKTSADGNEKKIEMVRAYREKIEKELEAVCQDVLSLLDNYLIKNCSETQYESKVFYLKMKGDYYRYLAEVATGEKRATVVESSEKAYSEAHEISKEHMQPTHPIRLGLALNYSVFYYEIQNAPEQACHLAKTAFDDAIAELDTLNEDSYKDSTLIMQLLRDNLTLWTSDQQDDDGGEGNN
Starred values were filed as active, the others as inactive; & = joins results of further samples. A portion of the library; the hit share may differ from the screen's.

The opening three records, to show the layout:
What do the screens show for `CCOc1ccc(/C(O)=C2\C(=O)C(=O)N(CCN3CCOCC3)C2c2ccccc2F)cc1C` (stereo unspecified)?
14-3-3 PPI: 1

How did O=C(O)c1ccccc1C(=O)Nc1ccc2c(c1)OCCO2 do in these assays?
14-3-3 PPI: 1

How did O=C(Nc1ccc(N2S(=O)(=O)c3ccccc3S2(=O)=O)cc1)c1cccc(C(F)(F)F)c1 do in these assays?
14-3-3 PPI: -9

This part in full, from the start:
What do the screens show for `CCOc1ccc(/C(O)=C2\C(=O)C(=O)N(CCN3CCOCC3)C2c2ccccc2F)cc1C` (stereo unspecified)?
14-3-3 PPI: 1

How did O=C(O)c1ccccc1C(=O)Nc1ccc2c(c1)OCCO2 do in these assays?
14-3-3 PPI: 1

How did O=C(Nc1ccc(N2S(=O)(=O)c3ccccc3S2(=O)=O)cc1)c1cccc(C(F)(F)F)c1 do in these assays?
14-3-3 PPI: -9

Results for Cc1ccc(C(=O)COC(=O)c2cnccn2)cc1C ?
14-3-3 PPI: -7

What do the screens show for `Cc1ccc(SCCNC(=O)CN(c2cc(C(F)(F)F)ccc2Cl)S(C)(=O)=O)cc1`?
14-3-3 PPI: -8

Results for O=[N+]([O-])c1ccc(Nc2ccccc2O)c2nonc12 ?
14-3-3 PPI: -54

What do the screens show for `CCOC(=O)N1CCC(n2c(SCC(=O)NCCC3=CCCCC3)nc3ccccc3c2=O)CC1`?
14-3-3 PPI: -5

How did CSc1nc(-c2ccco2)nn1S(C)(=O)=O do in these assays?
14-3-3 PPI: 4&7

What do the screens show for `COc1ccc(N2C(=O)CCC(C(=O)N3CC(C)CC(C)C3)C2c2ccc(F)cc2)cc1` (stereo unspecified)?
14-3-3 PPI: -4

What do the screens show for `COc1cc2c(cc1OC)C(C(=O)Nc1ccc3c(c1)OCCO3)C(c1ccccc1F)N(C)C2=O` (stereo unspecified)?
14-3-3 PPI: -3

Ordered by heavy-atom count (largest number first): three of the compounds above.
What do the screens show for `COc1ccc(N2C(=O)CCC(C(=O)N3CC(C)CC(C)C3)C2c2ccc(F)cc2)cc1` (stereo unspecified)?
14-3-3 PPI: -4

How did O=C(O)c1ccccc1C(=O)Nc1ccc2c(c1)OCCO2 do in these assays?
14-3-3 PPI: 1

Results for Cc1ccc(C(=O)COC(=O)c2cnccn2)cc1C ?
14-3-3 PPI: -7

More records
What do the screens show for `CCOC(=O)c1cnc2c(C)cc(Cl)cc2c1Nc1ccccc1Cl`?
14-3-3 PPI: -14

How did Cc1cccc(N2CCN(C(=O)Cn3c(=S)[nH]c4ncccc4c3=O)CC2)c1C do in these assays?
14-3-3 PPI: -5

How did COc1cccc(-c2cc(C(=O)NC3CCCCC3)no2)c1 do in these assays?
14-3-3 PPI: -6

Results for CC(=O)c1ccc(N2CCN(C(=O)c3ccc(Cn4c(=O)[nH]c5ccccc5c4=O)cc3)CC2)cc1 ?
14-3-3 PPI: -4

What do the screens show for `CC(C)(C)OC(=O)C1C(=O)CC(C)(O)C(C(=O)OC(C)(C)C)C1c1cccc(F)c1` (stereo unspecified)?
14-3-3 PPI: -3

Results for CC1=C(C(=O)OCCOc2ccccc2)C(c2ccc(C)o2)C2=C(CCCC2=O)N1 (stereo unspecified) ?
14-3-3 PPI: 0

How did CCN(CC)CCNC(=O)NC1CCCCC1 do in these assays?
14-3-3 PPI: 1

What do the screens show for `COC(=O)C1=CNC=C(C(=O)OC)C1c1cccc2ccccc12`?
14-3-3 PPI: -5

What do the screens show for `COC(=O)COC(=O)c1ccc(-n2nnnc2SC)cc1`?
14-3-3 PPI: 9

What do the screens show for `CCS(=O)(=O)NCc1cn2c(C)csc2n1`?
14-3-3 PPI: -4

What do the screens show for `COc1ccc(OC)c(NC2c3ncccc3C(=O)N2Cc2ccco2)c1` (stereo unspecified)?
14-3-3 PPI: -7

Results for CCn1c(SCC(=O)NCC(=O)Nc2ccc(F)cc2)nnc1-c1cccs1 ?
14-3-3 PPI: -5

What do the screens show for `CN(CCNC(=O)c1cn(C2CCCC2)c(=O)c2c1c1ccccc1n2C)Cc1ccccc1`?
14-3-3 PPI: -6

Results for COc1cccc(C(=O)NC2CCSC2=O)c1 (stereo unspecified) ?
14-3-3 PPI: -6

Results for Cc1cc(C)cc(N(CC(=O)N2CCN(c3ccccc3)CC2)S(=O)(=O)c2c(C)noc2C)c1 ?
14-3-3 PPI: -5

What do the screens show for `CC12COC3(C(=O)Nc4ccc(Cl)cn4)CC1CCC32C` (stereo unspecified)?
14-3-3 PPI: 1&-12

What do the screens show for `CN(C(=O)c1ccccn1)c1nnc(-c2cnccn2)s1`?
14-3-3 PPI: -4

How did COC(=O)c1ccc(SCC(=O)NCc2ccccc2)c([N+](=O)[O-])c1 do in these assays?
14-3-3 PPI: -5

What do the screens show for `CCOC(=O)c1[nH]c(Cc2[nH]c(C(=O)OCC)c(C)c2CCC(=O)OC)c(CCC(=O)OC)c1C`?
14-3-3 PPI: -2

What do the screens show for `CC(C)OC(=O)c1c(NC(=O)c2ccccc2Cl)sc2c1CCCC2`?
14-3-3 PPI: -7

What do the screens show for `O=C(CCn1c(=O)c2sccc2n(CC(=O)NCc2ccco2)c1=O)NCc1ccccc1`?
14-3-3 PPI: -4

What do the screens show for `CN=C1NCC(C)S1` (stereo unspecified)?
14-3-3 PPI: -1

Results for O=C(CSc1nc2ccc(N3CCOCC3)cc2c(=O)n1Cc1ccccc1)NCc1ccccc1 ?
14-3-3 PPI: -3

Results for COc1ccc2oc(=O)c(-c3nc4sc5c(c4c(=O)[nH]3)CCCC5)cc2c1 ?
14-3-3 PPI: -25

What do the screens show for `Cc1ccc(NC(=O)Cc2cc3ccccc3n2Cc2ccccc2)cc1`?
14-3-3 PPI: 6

Results for O=C(Cc1csc(Nc2nc(=S)[nH]c3ccccc23)n1)NCc1ccc2c(c1)OCO2 ?
14-3-3 PPI: -17

How did O=c1sc2cc(SC(F)(F)F)cc([N+](=O)[O-])c2s1 do in these assays?
14-3-3 PPI: -3

Results for Cc1ccc(Nc2cc(C(=O)N3CCCCC3)c3ccccc3n2)cc1C ?
14-3-3 PPI: -1

Results for CC(=O)NC(c1ccc(C)cc1)c1cc([N+](=O)[O-])c2cccnc2c1O (stereo unspecified) ?
14-3-3 PPI: -6

Results for O=C(Cn1c(=O)sc2ccccc21)Nc1ccccc1C(=O)O ?
14-3-3 PPI: -1

Reprinted at random: three entries already listed
Results for O=C(Cn1c(=O)sc2ccccc21)Nc1ccccc1C(=O)O ?
14-3-3 PPI: -1

What do the screens show for `O=C(CCn1c(=O)c2sccc2n(CC(=O)NCc2ccco2)c1=O)NCc1ccccc1`?
14-3-3 PPI: -4

Results for CC(=O)NC(c1ccc(C)cc1)c1cc([N+](=O)[O-])c2cccnc2c1O (stereo unspecified) ?
14-3-3 PPI: -6

Next section.
What do the screens show for `Cc1cc(N2CCOCC2)nc2ccc(NC(=O)c3ccc(F)cc3)cc12`?
14-3-3 PPI: -6

What do the screens show for `COc1ccc2nc(NC(=O)C(Cc3ccccc3)NS(=O)(=O)c3ccc(Br)s3)sc2c1` (stereo unspecified)?
14-3-3 PPI: 7

What do the screens show for `CCc1ccc(NC(=O)c2cc3c(=O)[nH]c4ccccc4c3s2)cc1`?
14-3-3 PPI: -5

Results for CCOC(=O)C1=C(C)NC(=O)NC1c1cc(OC)cc(OC)c1 (stereo unspecified) ?
14-3-3 PPI: 3

What do the screens show for `CCCCNC(=O)Nc1ccnn1C1CCCCC1`?
14-3-3 PPI: 2

How did O=C(Nc1nc2ccccc2[nH]1)c1cc(-c2ccc3c(c2)OCO3)nc2ccccc12 do in these assays?
14-3-3 PPI: -12

What do the screens show for `Cc1ccc(CNC(=O)c2cnn3c(C)c(Cc4ccccc4C)c(C)nc23)cc1`?
14-3-3 PPI: -11

Results for N#Cc1cccnc1Sc1ccc(Br)cc1 ?
14-3-3 PPI: 6

What do the screens show for `CC1(C)Cc2c(sc(NC(=O)C(Cc3ccccc3)Cc3ccccc3)c2C#N)CO1`?
14-3-3 PPI: -1

How did COC(=O)C1=C(C)N(C)C(=S)NC1c1ccc(OC)c(OC)c1 (stereo unspecified) do in these assays?
14-3-3 PPI: -13

How did CCOC(=O)c1c(-c2cccs2)csc1NC(=O)c1ccncc1 do in these assays?
14-3-3 PPI: 3

What do the screens show for `CCOC(=O)c1c(NC(=O)COc2ccc(C)cc2)sc2c1CCC2`?
14-3-3 PPI: -12

How did CCc1ccc2nc(N3CCC(C(=O)NCc4ccccc4)CC3)sc2c1 do in these assays?
14-3-3 PPI: -1

Results for CC(=O)CCc1oc2ccc(Cl)cc2c1-c1ccc(C)o1 ?
14-3-3 PPI: -11

How did CC(C)Sc1nc2c(c(=O)n1C1CCOC(C)(C)C1)C1(CCCCC1)Cc1ccccc1-2 (stereo unspecified) do in these assays?
14-3-3 PPI: 8

What do the screens show for `CCCN(CCC(=O)Nc1cc(OC)cc(OC)c1)CC1CC1`?
14-3-3 PPI: -6

What do the screens show for `CCOc1ccc(S(=O)(=O)Nc2ccccc2CC)c2cccnc12`?
14-3-3 PPI: -9

What do the screens show for `CS(=O)(=O)Nc1ccc(C2=NN(S(=O)(=O)c3ccc(F)cc3)C(c3ccco3)C2)cc1` (stereo unspecified)?
14-3-3 PPI: -230

How did N=c1c2c3c(sc2ncn1Cc1ccccc1)CCCCC3 do in these assays?
14-3-3 PPI: 0

Results for Cc1ccc(Cn2c(=O)cc(C(=O)NCCN3CCOCC3)c3ccccc32)cc1 ?
14-3-3 PPI: -5

How did O=C1N(c2ccccc2)C2CS(=O)(=O)CC2N1c1ccc(Br)cc1 (stereo unspecified) do in these assays?
14-3-3 PPI: -7

What do the screens show for `Cn1cnnc1SCC(=O)N1c2ccccc2Sc2ccc(Cl)cc21`?
14-3-3 PPI: -13

Results for Cc1c(C(=O)NC2CCC(C)CC2)oc2ccc(S(=O)(=O)N3CCCCCC3)cc12 (stereo unspecified) ?
14-3-3 PPI: 2

Results for CCN(CC)c1cc(O)c2c(c1N)C(=O)c1ccccc1C2=O ?
14-3-3 PPI: -34

Results for C=CCNc1nc2c3ccccc3n(C(C)=O)c2s1 ?
14-3-3 PPI: -3

What do the screens show for `CC(=O)OCC(=O)[C@@]1(O)[C@H](C)C[C@H]2[C@@H]3CCC4=CC(=O)C=C[C@]4(C)[C@@]3(F)[C@@H](O)C[C@@]21C`?
14-3-3 PPI: 5

How did CC(C)COC(=O)c1ccc2c(c1)C1C=CCC1C(c1ccc(F)cc1)N2 (stereo unspecified) do in these assays?
14-3-3 PPI: -110

What do the screens show for `O=C(NCCc1ccccc1Cl)C1CCC(Cn2c(=S)[nH]c3ccccc3c2=O)CC1` (stereo unspecified)?
14-3-3 PPI: -1

Results for CN(C)c1ccc(NC(=O)CN2C(=O)c3ccccc3Sc3ccc(C(=O)N4CCCC4)cc32)cc1 ?
14-3-3 PPI: -14

What do the screens show for `C=CCN1C(=O)C(O)(CC(=O)c2ccc(OC)cc2OC)c2cc(Br)ccc21` (stereo unspecified)?
14-3-3 PPI: -4

What do the screens show for `CC(=O)c1cc2c(cc1NC(=O)CSc1nc3ccccc3o1)OCO2`?
14-3-3 PPI: -5

What do the screens show for `CC(C)c1ccc(C2NC(=O)CCC2[N+](=O)[O-])cc1` (stereo unspecified)?
14-3-3 PPI: -11

Results for CCCOc1ccc(OC(=O)c2ccc(Br)o2)cc1 ?
14-3-3 PPI: -2&-1

Results for Cc1ccccc1-c1nc(CN2CCC(C(=O)NC3CCN(Cc4ccccc4)CC3)CC2)c(C)o1 ?
14-3-3 PPI: 1

How did COC(=O)c1[nH]c2ccccc2c1NC(=O)CCN1CCN(C2CCCCC2)CC1 do in these assays?
14-3-3 PPI: -4

How did O=C(O)C1CC(=O)N(Cc2cccnc2)C1 (stereo unspecified) do in these assays?
14-3-3 PPI: 2

How did COc1ccc(-c2nc(SCc3ccccc3C)c3c(=O)n(C)c(=O)n(C)c3n2)cc1 do in these assays?
14-3-3 PPI: 0

Results for COc1cccc(NC(=O)CN(c2ccc(Cl)cc2C)S(=O)(=O)c2ccccc2)c1 ?
14-3-3 PPI: -18

Results for O=C(O)C1CCC(CNCc2ccc(Cl)c([N+](=O)[O-])c2)CC1 (stereo unspecified) ?
14-3-3 PPI: 4

What do the screens show for `COc1ccc(C(=O)Nc2ccccc2C(=O)NC(C(=O)NCc2ccco2)C(C)C)cc1` (stereo unspecified)?
14-3-3 PPI: -1

Results for O=C(NC1CCCCCC1)C1c2ccccc2C(=O)N1Cc1cccnc1 (stereo unspecified) ?
14-3-3 PPI: -7&-2

How did Cc1cccc(S(=O)(=O)C(C#N)c2nc3ccccc3nc2N2CCCC2)c1 (stereo unspecified) do in these assays?
14-3-3 PPI: -77

How did O=[N+]([O-])c1cc(Br)c(O)c(C=Nc2ccc3oc(Cc4ccc(Cl)cc4)nc3c2)c1 do in these assays?
14-3-3 PPI: -73

How did Nc1ccc2nc(SCC(=O)Nc3ccccc3F)sc2c1 do in these assays?
14-3-3 PPI: 3

How did O=C(O)C1CCCN(S(=O)(=O)c2cccc([N+](=O)[O-])c2)C1 (stereo unspecified) do in these assays?
14-3-3 PPI: 3

How did O=C(NCc1cn2ccccc2n1)c1ccc(Br)o1 do in these assays?
14-3-3 PPI: -2

How did O=C1CN(c2ccccc2F)C(=O)CN1c1ccccc1F do in these assays?
14-3-3 PPI: -1

How did O=C(c1ccccn1)N(c1ccccc1)C1(C(=O)NC2CCCCC2)CCCCC1 do in these assays?
14-3-3 PPI: -8

What do the screens show for `CCOC(=O)c1sc2nc3c(c(-c4ccc(C)cc4)c2c1N)CCCC3`?
14-3-3 PPI: -3

What do the screens show for `O=C1c2ccccc2C(=O)N1c1ccc(OCC(O)COc2cccc3ccccc23)cc1` (stereo unspecified)?
14-3-3 PPI: -29

What do the screens show for `O=C(O)C(Cc1ccccc1)N1C(=O)c2ccccc2C1=O` (stereo unspecified)?
14-3-3 PPI: -9

What do the screens show for `Cc1ccc(NC(=O)c2cc(S(=O)(=O)N(C)Cc3ccccc3)ccc2F)cc1F`?
14-3-3 PPI: 4

How did O=C(Cn1c2ccccc2c(=O)c2ccccc21)NCc1cc(C(F)(F)F)ccc1F do in these assays?
14-3-3 PPI: -7

Results for O=C(O)C1C2C=CC(C2)C1C(=O)NCCCN1CCOCC1 (stereo unspecified) ?
14-3-3 PPI: 4

What do the screens show for `O=[N+]([O-])c1ccc(S(=O)(=O)NCCN2CCOCC2)cc1`?
14-3-3 PPI: 3

From PubChem BioAssay
